Ba/F3 V617F tox = reduce viability of Ba/F3 cells dependent on JAK2V617F; actives 1.1% (n = 220,000); inhibition, % at 5.6 µM; Ba/F3 EpoR-JAK2V617F viability, ATP luminescence;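 active = inhibition above the campaign mean plus 3 SD over all tested compounds, cut at about 24% in these data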;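 also: cytokine-independent growth of Ba/F3 cells driven by EpoR plus mutant JAK2; 0% = DMSO-treated cells and 100% = JAK inhibitor I control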
RBBP9 inh = inhibitors of human serine hydrolase RBBP9; actives 0.2% (n = 220,000); AID 1515; recombinant RBBP9, FP-Rh probe fluorescence polarization; O75884; inhibition, % at 7.94 µM;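 active = inhibition above the campaign mean of all tested compounds plus 3 SD, cut at about 14% in these data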;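 also: plate controls were DMSO wells with RBBP9 for no effect and wells lacking RBBP9 protein for full effect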
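Measured by: FP readout at 525/598 nm; material: recombinant human RBBP9; also added: Serine-hydrolase probe FP-Rh, 375 nM pre-mixing; medium: Tris buffer pH 8.0, NaCl, Pluronic; replication: one well per compound; doses: one concentration, 7.94 µM nominal, 0.794% DMSO; timing: preincubation 30 min plus labeling 45 min at 25 °C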
PGE2 EP2 inh = inhibitors of human EP2 prostaglandin E2 receptor; C6 glioma cells expressing human EP2, cAMP TR-FRET; cells stimulated with saturating PGE2; inhibition, % at 25 µM; actives 0.52% (n = 260,000);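 active = percent inhibition above 40 after rounding to a whole number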;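 also: rat C6 glioma host cells with rolipram phosphodiesterase inhibitor present; the protocol text gives 20 µM as final concentration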
BaF3 parental = counter-screen for JAK2V617F inhibitors: parental Ba/F3 viability inhibitors; CellTiter-Glo ATP luminescence; inhibition, % at 5.6 µM; actives 1.1% (n = 220,000); AID 1486;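 active = inhibition above a per-campaign cutoff, the mean inhibition of all tested compounds plus 3 SD, cut at about 27% in these data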;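 also: 0% = DMSO wells and 100% = JAK Inhibitor I control wells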
p97 ATPase inh = blocks human p97 ATPase activity. AID 1481. P55072. recombinant p97 ATPase, Kinase-Glo ATP luminescence, 3 h. actives 0.42% (n = 220,000). inhibition, % at 8 µM; in the data active = inhibition above about 15%;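 also: 0% = DMSO vehicle and 100% = wells lacking enzyme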
Target sequence (P55072 whole entry, looked up): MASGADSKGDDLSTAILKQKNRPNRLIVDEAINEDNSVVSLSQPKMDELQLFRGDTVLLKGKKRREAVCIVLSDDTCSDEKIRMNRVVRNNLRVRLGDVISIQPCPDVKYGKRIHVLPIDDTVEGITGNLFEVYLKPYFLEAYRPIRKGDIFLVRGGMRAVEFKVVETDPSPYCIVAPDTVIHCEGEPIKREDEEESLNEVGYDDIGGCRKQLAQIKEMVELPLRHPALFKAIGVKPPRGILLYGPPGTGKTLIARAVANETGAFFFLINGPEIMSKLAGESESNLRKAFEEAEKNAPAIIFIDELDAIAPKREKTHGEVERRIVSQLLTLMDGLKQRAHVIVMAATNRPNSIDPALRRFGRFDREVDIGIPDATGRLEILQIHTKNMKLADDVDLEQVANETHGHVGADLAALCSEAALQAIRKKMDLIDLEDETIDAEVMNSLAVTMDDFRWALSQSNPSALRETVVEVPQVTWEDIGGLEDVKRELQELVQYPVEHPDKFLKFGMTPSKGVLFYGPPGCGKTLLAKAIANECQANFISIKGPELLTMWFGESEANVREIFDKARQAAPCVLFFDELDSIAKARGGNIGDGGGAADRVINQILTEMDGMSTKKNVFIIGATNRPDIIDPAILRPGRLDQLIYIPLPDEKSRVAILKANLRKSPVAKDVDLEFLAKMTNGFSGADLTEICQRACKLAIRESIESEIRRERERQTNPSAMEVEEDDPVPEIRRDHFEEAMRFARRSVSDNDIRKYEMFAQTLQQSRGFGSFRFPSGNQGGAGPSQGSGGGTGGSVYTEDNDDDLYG
PPC-1+TRAIL kill = kills PPC-1 cancer cells in the presence of TRAIL; actives 0.41% (n = 220,000); PPC-1 cells + TRAIL, ATPLite viability luminescence; cell killing (% activity), % at 4 µM; AID 1443;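 active = cell killing above 50% in the first pass at 4 µM, then a duplicate retest at 5 µM averaging 50% or more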;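 also: plate controls were cells with TRAIL plus DMSO for no effect and medium-only wells lacking cells for full effect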
p47phox inh = inhibitors of human p47phox binding; P14598; p47phox/p22phox peptide binding, fluorescence polarization, 2 h; inhibition, % at 24.7 µM; actives 0.53% (n = 220,000); AID 1274;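 active = inhibition above about 30%, limit read from the data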;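 also: 0% = p47phox with labelled peptide and 100% = labelled peptide alone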
Furin inh = blocks human furin protease activity; actives 0.061% (n = 220,000); P09958; purified furin, fluorogenic substrate cleavage; inhibition, % at 30 µM; in the data active = inhibition above about 25%; also: inactives centre near -15
Tb hexokinase = T. brucei hexokinase 1 inhibition; recombinant TbHK1, G6PDH-coupled NADH A340; inhibition, % at 10 µM; actives 0.11% (n = 220,000); AID 1430;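 active = inhibition of 50% or more in the single-dose primary screen; inactive = inhibition below 50%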
Starred values were filed as active, the others as inactive; / = not tested or not shown; & = joins results of further samples; [ ] = dose if it differs, or a comment. Some of the compounds tested; the hit share may differ from the screen's.

Codes – A = Ba/F3 V617F tox; B = RBBP9 inh; C = PGE2 EP2 inh; D = BaF3 parental; E = p97 ATPase inh; F = PPC-1+TRAIL kill; G = p47phox inh; H = Furin inh; I = Tb hexokinase
structure: O=C(Cc1ccccc1)NC(NCCCN1CCOCC1)(C(F)(F)F)C(F)(F)F
  A: 2; B: 0; C: 6; D: 1; E: 0; F: 10; G: -4; H: -15; I: 0

structure: CCOC(=O)c1c(NC(=O)CN2CCCc3ccccc32)sc(C)c1CC
  A: -2; B: -4; C: 3; D: 3; E: 8; F: -1; G: -38; H: -6; I: 0

structure: CCCCCc1cc(=O)oc2c(C(CCN3CCCC3)c3cc(OC)c(OC)c(OC)c3)c(OC)cc(OC)c12 (stereo not given)
  A: /; B: /; C: 27; D: /; E: /; F: 11; G: 7; H: -16; I: 3

structure: COc1ccc(OC)c(Nc2ncnc3ccccc23)c1
  A: 0; B: 0; C: 12; D: 7; E: -4; F: 7; G: -5; H: -10[20 µM]; I: -23

structure: CCOC(=O)c1cccc(NC(=O)/C(=C\c2ccccc2)NC(=O)c2ccccc2Cl)c1
  A: -2; B: 6; C: 9; D: 3; E: 0; F: -2; G: -1; H: -7; I: -6

structure: O=C(N/N=C/c1cc(Br)cc(Br)c1O)c1cccc(S(=O)(=O)N2CCOCC2)c1
  A: -6; B: -4; C: 6; D: -1; E: 5; F: 22; G: -23; H: -16; I: -4

structure: Cc1ccsc1C(=O)Nc1nc2ccccc2[nH]1
  A: 15; B: -4; C: 6; D: 15; E: -40; F: 41; G: -8; H: -16; I: -38

structure: CCn1c(=N)n(CCO)c2ccccc21
  A: -2; B: -7; C: 17; D: -3; E: 4; F: 2; G: 8; H: -18; I: 12

structure: COc1cc(/C=N\Nc2nc3ccccc3o2)cc(OC)c1OC
  A: 4; B: -11; C: 7; D: 2; E: -9; F: 2; G: -1; H: -13[20 µM]; I: -23

structure: O=S1(=O)CC2NC(=S)N(c3cccc(Br)c3)C2C1 (stereo not given)
  A: -1; B: -3; C: 6; D: 0; E: 2; F: 7; G: -1; H: -19; I: -3

structure: CC(C)(C)c1nnc(N/N=C/c2ccc(O)cc2)n(N)c1=O
  A: 1; B: -8; C: 8; D: 2; E: -1; F: 9; G: -8; H: -14; I: -41

structure: CCc1ccccc1N(C1=NCCCS1)S(=O)(=O)c1ccc(C(C)(C)C)cc1
  A: -3; B: 0; C: 10; D: 2; E: 0; F: 17; G: -12; H: -10; I: 9

structure: O=c1ccc2ccc(Oc3ccc([N+](=O)[O-])cc3[N+](=O)[O-])cc2o1
  A: -5; B: 1; C: 4; D: 2; E: 3; F: 30; G: 3; H: -13; I: -8

structure: Cc1occc1-c1nnc(SCCCC(=O)c2ccc(F)cc2)n1C
  A: 1; B: -5; C: 2; D: 0; E: -3; F: -4; G: -14; H: -6; I: -2

structure: N#Cc1cc(C(=O)c2cc(Cl)ccc2O)cn(-c2ccccc2)c1=O
  A: 2; B: -5; C: 4; D: 6; E: 1; F: 11; G: -18; H: 0; I: -17

structure: COC(=O)C1=C(C)N(C)C(C)=C(C(=O)OC)C1c1ccc(Cl)cc1
  A: -3; B: -1; C: 10; D: 6; E: -1; F: 14; G: -13; H: -20[20 µM]; I: -1

structure: Cc1cc(C(C)(C)C)c(O)c(C(C)(C)C)c1
  A: -1; B: 4; C: 9&11; D: 5; E: 5; F: -11; G: -1; H: -39; I: 1

structure: O=C(Nc1ccc(F)cc1F)c1ccc(COc2c(F)c(F)cc(F)c2F)o1
  A: -1; B: -5; C: 4; D: 3; E: -4; F: 35; G: -6; H: -15[20 µM]; I: 1

structure: COc1cccc(C(c2sc3ncnn3c2O)N2CC(C)OC(C)C2)c1 (stereo not given)
  A: -4; B: -3; C: 10; D: 0; E: 2; F: 16; G: -3; H: -23; I: 1

structure: COc1ccc(-c2noc(-c3cc(Cl)ccc3Cl)n2)cc1OC
  A: -3; B: -10; C: -1; D: 2; E: 6; F: 16; G: -12; H: 10[20 µM]; I: -5

structure: O=C(O)c1ccc(CSc2nnc(-c3ccco3)n2-c2ccccc2)cc1
  A: 2; B: -5; C: 9; D: 5; E: 2; F: 16; G: -20; H: -19; I: -1

structure: CCOC(=O)c1ccc(NC(=O)c2nn(C)cc2Br)cc1
  A: -2; B: -11; C: 10; D: 2; E: -3; F: 0; G: -8; H: -8; I: -6

structure: Cc1[nH]c2ccccc2c1C1=NNC(=Nc2ccc(F)cc2)SC1
  A: -6; B: -2; C: 7; D: 2; E: 6; F: 9; G: -21; H: -14; I: -17

structure: CN(C)C(CN1C(=O)C2CC=CCC2C1=O)c1cn(C)c2ccccc12 (stereo not given)
  A: 0; B: -3; C: 4; D: 7; E: 5; F: 13; G: -8; H: -13[20 µM]; I: -4

structure: NC(=O)CSc1nnc(Cn2c(=O)sc3ccccc32)n1CCc1ccccc1
  A: -3; B: 1; C: 1; D: 2; E: 7; F: 32; G: -4; H: -25; I: -2

structure: CC(C)(C)Nc1nc2ccc([N+](=O)[O-])cc2o1
  A: -4; B: -9; C: 6; D: -1; E: -1; F: 17; G: -5; H: 4; I: -32

structure: CN(C)C(=O)COC(=O)c1ccc(S(=O)(=O)NCc2ccco2)cc1
  A: -3; B: 1; C: 9; D: -1; E: 1; F: -6; G: -8; H: -11; I: 0

structure: COc1ccc(N2C3=C(C(=O)CC(C)(C)C3)C(c3cnn(C)c3)C3=C2CC(C)(C)CC3=O)cc1
  A: 1; B: -5; C: 21; D: 1; E: 2; F: 0; G: 0; H: -34; I: -15

Profiles, looked up by structure.
`COc1ccc(-c2noc(-c3cc(Cl)ccc3Cl)n2)cc1OC` across the screens: Ba/F3 V617F tox = -3; RBBP9 inh = -10; PGE2 EP2 inh = -1; BaF3 parental = 2; p97 ATPase inh = 6; PPC-1+TRAIL kill = 16; p47phox inh = -12; Furin inh = 10[20 µM]; Tb hexokinase = -5
`Cc1cc(C(C)(C)C)c(O)c(C(C)(C)C)c1` across the screens: Ba/F3 V617F tox = -1; RBBP9 inh = 4; PGE2 EP2 inh = 9&11; BaF3 parental = 5; p97 ATPase inh = 5; PPC-1+TRAIL kill = -11; p47phox inh = -1; Furin inh = -39; Tb hexokinase = 1

Of the compounds above, these have a tert-butyl group:
Codes – A = Ba/F3 V617F tox; B = RBBP9 inh; C = PGE2 EP2 inh; D = BaF3 parental; E = p97 ATPase inh; F = PPC-1+TRAIL kill; G = p47phox inh; H = Furin inh; I = Tb hexokinase
structure: CC(C)(C)c1nnc(N/N=C/c2ccc(O)cc2)n(N)c1=O
  A: 1; B: -8; C: 8; D: 2; E: -1; F: 9; G: -8; H: -14; I: -41

structure: CCc1ccccc1N(C1=NCCCS1)S(=O)(=O)c1ccc(C(C)(C)C)cc1
  A: -3; B: 0; C: 10; D: 2; E: 0; F: 17; G: -12; H: -10; I: 9

structure: Cc1cc(C(C)(C)C)c(O)c(C(C)(C)C)c1
  A: -1; B: 4; C: 9&11; D: 5; E: 5; F: -11; G: -1; H: -39; I: 1

structure: CC(C)(C)Nc1nc2ccc([N+](=O)[O-])cc2o1
  A: -4; B: -9; C: 6; D: -1; E: -1; F: 17; G: -5; H: 4; I: -32

Assay outcomes: PubChem BioAssay, several laboratories
